WRN inhibitor: blocks human WRN helicase; WRN helicase unwinding, fluorescent forked duplex, kinetic; Potency, µM (highest dose often 114 µM), for the others: at the top dose activity change, negative = inhibition, hits mostly inhibitors; 360,000 compounds, 0.46% hits; AID 651768; note: potency is the fitted concentration of half-maximal effect; % is set by controls: 0 for no effect and ±100 for the full control effect; nearly all actives have a fitted effect of over 55% in size
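Fluorescence dequenching readout, ex 525 nm/em 598 nm, kinetic mode: forked duplex DNA (100 nM final) with adjacent fluorophore and quencher unwound by WRN (20 nM final) with 2 mM ATP. Compound preincubation 15 min, room temperature.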
IL-2 act: activators of IL-2; AID 652025; 360,000 compounds, 0.065% hits; activation, % (series mostly up to about 46 µM); IL-2 activation reporter assay, cell-based qHTS; stimulated with anti-CD3/CD4/CD28 beads; in transgenic mouse T cells; in the data active = activation above about 50%; inconclusive = mostly about 30% to 49%; note: 0% is about no effect
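Unstimulated transgenic mouse T cells, 750 per well, received compound and, after 60 minutes, anti-CD3/anti-CD4 bead plus anti-CD28 stimulation. EGFP and DsRed were quantified after 18 hours.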
EPAC1 ag: activates human EPAC1 exchange factor | O95398 | EPAC1 agonist qHTS, biochemical assay; response scale: 100% = response to 6.5 mM cAMP | Potency, µM (series often up to 154 µM), for the others: at the top dose activation, hits mostly activators | 360,000 compounds, 0.073% hits; note: potency is the fitted concentration of half-maximal effect; nearly all actives have a fitted effect of over 60% in size
Target sequence (O95398 whole entry, looked up): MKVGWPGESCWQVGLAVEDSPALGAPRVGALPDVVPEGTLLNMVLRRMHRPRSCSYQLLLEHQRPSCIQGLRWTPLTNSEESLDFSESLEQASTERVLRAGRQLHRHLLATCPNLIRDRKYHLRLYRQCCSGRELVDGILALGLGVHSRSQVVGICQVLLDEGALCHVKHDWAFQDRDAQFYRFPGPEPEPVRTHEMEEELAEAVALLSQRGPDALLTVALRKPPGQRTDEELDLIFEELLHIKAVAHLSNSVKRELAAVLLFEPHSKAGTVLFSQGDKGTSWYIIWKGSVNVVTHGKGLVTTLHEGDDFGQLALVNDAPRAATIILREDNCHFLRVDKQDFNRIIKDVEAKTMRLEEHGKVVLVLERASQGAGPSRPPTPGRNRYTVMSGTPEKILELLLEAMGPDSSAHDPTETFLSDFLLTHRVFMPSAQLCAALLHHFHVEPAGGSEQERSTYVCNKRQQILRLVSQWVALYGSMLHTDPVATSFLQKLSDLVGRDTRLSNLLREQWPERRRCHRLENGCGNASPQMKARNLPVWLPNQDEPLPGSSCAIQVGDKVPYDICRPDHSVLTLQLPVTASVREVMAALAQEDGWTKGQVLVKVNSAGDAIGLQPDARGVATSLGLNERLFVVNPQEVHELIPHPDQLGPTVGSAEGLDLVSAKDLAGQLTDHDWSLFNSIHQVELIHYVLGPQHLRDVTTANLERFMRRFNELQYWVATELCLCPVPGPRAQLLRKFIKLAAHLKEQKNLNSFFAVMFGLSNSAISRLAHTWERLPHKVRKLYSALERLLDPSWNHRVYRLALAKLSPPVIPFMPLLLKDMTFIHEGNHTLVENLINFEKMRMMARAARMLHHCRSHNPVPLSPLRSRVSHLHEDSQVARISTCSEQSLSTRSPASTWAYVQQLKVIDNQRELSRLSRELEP
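Read-out is the fluorescence drop as BODIPY-GDP leaves Rap1B (480 nm excitation, 540 nm emission), recorded every 5 minutes over 30 minutes. Reactions held 100 nM EPAC1, 250 nM Rap1B–BODIPY-GDP and 50 uM GDP, with 6.5 mM cAMP setting full activation.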
Abeta rescue: restores growth of yeast expressing A-beta42 peptide; yeast expressing A-beta42, growth rescue, OD600, 48 h; response scale: 0% DMSO, 100% iron-clioquinol control; Potency, µM (titrated, usually from 46.1 µM), without a hit: at the highest dose growth rescue, most hits filed as activators; 410,000 compounds, 0.063% hits; AID 1347071; note: potency is the fitted concentration of half-maximal effect; nearly all actives have a fitted effect of over 55% in size
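Yeast A-beta toxicity model in growth medium with pinned compounds, 48 h at 30 C; growth read as absorbance at 600 nm. Normalized to FeCl3/clioquinol equimolar mix (positive) and DMSO (negative).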
PLK1 PBD inh: PLK1 (human) polo-box domain binding inhibition; P53350; Plk1 PBD binding of FITC phosphopeptide, fluorescence polarization; Potency, µM, without a hit: max response, negative = inhibition, most hits filed as inhibitors; 360,000 compounds, 2.8% hits; note: potency is the fitted concentration of half-maximal effect; series mostly up to about 57 µM; % is set by controls: 0 for no effect and ±100 for the full control effect; nearly all actives have a fitted effect of over 65% in size
FUS yeast rescue: FUS proteinopathy suppression in yeast; Potency, µM (doses to about 76.6 µM), without a hit: at the top dose growth rescue (activation), hits mostly activators; 390,000 compounds, 0.24% hits; S. cerevisiae FUS-expressing, growth rescue, OD600, 24 h;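 note: potency is the fitted concentration of half-maximal effect; plate controls were DMSO vehicle for no effect and reference control for full effect; nearly all actives have a fitted effect of over 55% in size; some results filed as inactive show a strong effect at the top dose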
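FUS-expressing yeast, raffinose-pregrown, induced in 2% galactose minimal medium at OD 0.005; compounds in a dilution series, 24hr at 30C. Growth restoration read as absorbance at 600 nm. CP55940 positive control, DMSO negative.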
EPAC1 antag: blocks human EPAC1 exchange factor. O95398. EPAC1 GEF assay, Rap1b-BODIPY-GDP exchange fluorescence. Potency, µM (highest dose often 115 µM), inactives show top-dose activity change, negative = inhibition, actives largely listed as inhibitors. 360,000 compounds, 0.14% hits;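 note: potency is the fitted concentration of half-maximal effect; plate controls were vehicle for no effect and positive control for full effect; nearly all actives have a fitted effect of over 50% in size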
PI5P4K alpha inh: inhibitors of human PI5P4K alpha. P48426. PI5P4Kalpha enzyme, ADP-Glo luminescence, 60 min; stronger effect = lower value. max response, %. 330,000 compounds, 1.2% hits. AID 652105; active = max response of -50% or lower; inconclusive = between -30% and -50%; inactive = -30% or higher; note: value at the top dose of about 77 µM; % is set by controls: 0 for no effect and ±100 for the full control effect
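Compounds were pin-transferred onto PI5P4Kalpha and substrate in HEPES pH 7.4 buffer with EGTA, CHAPS and 5% DMSO. ATP (5 microM final) started the reaction, which ran 60 minutes at room temperature before ADP-Glo detection.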
Active calls of the source: *; u = inconclusive; x = not tested or not shown; & = joins results of further samples; [ ] = remark or other dose. Unless noted, calls come from the whole dose curve; as a rule, active = well fitted curve in the direction sought with a large enough effect; inconclusive = small, poorly fitted or top-dose-only effect, or another doubt; inactive = no such curve, though single readings can be large; an effect the other way counts as inactive or inconclusive.

SMILES	WRN inhibitor	IL-2 act	EPAC1 ag	Abeta rescue	PLK1 PBD inh	FUS yeast rescue	EPAC1 antag	PI5P4K alpha inh
CCOC(=O)C1CCN(c2ccc(-c3cccs3)nn2)CC1	-3.5%	-0.1	0.1%	-52.9%[inhibitor]	4.7%	5.5%	12.1%	u
Cc1ccc2occ(C(c3nnnn3Cc3ccccc3)N3CCOCC3)c(=O)c2c1 (centres undefined)	3.0%	0.8	-2.0%	8.6%	-0.3%	-9.9%	14.9%	-2.7
CC(C)NC(=O)NNC(=O)Cn1nnc(-c2cccc(Cl)c2Cl)n1	6.2%	0.0	-2.8%	12.3%	-9.4%	12.8%	2.7%	-1.0
Nc1c(C(=O)NCc2ccccc2)nnn1Cc1ccc(F)cc1	-24.4%	-0.7	-4.7%	1.2%	u	-16.9%	u	-7.7
O=C(NCCCN1CCCCCC1)c1ccc(N2CCCC2=O)cc1	5.4%	0.2	-5.4%	10.4%	1.5%	10.7%	6.0%	-1.8
Nc1nonc1C(=O)NCCNC(=O)c1cccs1	-1.5%	-0.2	3.3%	16.6%	1.1%	-6.0%	4.0%	x
Cc1ccc(-c2nc(CS(=O)CC(=O)NC3CCC(C)CC3)c(C)o2)cc1 (centres undefined)	-3.6%	-3.2	-20.9%	-6.2%	u	30.9%	-10.4%	-12.0
O=C(C1=C[C@H](c2coc3ccccc3c2=O)C[C@H](OCCCCO)O1)N1CCOCC1	1.4%	0.7	10.4%	3.7%	0.2%	-4.6%	0.0%	6.0
CC(=O)c1cccc(NC(=O)N2C3CCCC2CC(NC(=O)C2CC2)C3)c1 (centres undefined)	-0.7%	-0.1	-0.2%	-1.0%	-3.1%	2.5%	7.9%	2.0
O=C(c1cc(-c2ccc(Cl)cc2)on1)N1CCc2ccccc2C1	4.9%	-4.6	1.7%	-1.2%	-13.1%	-3.5%	-3.7%	-6.7
O=C(NCCCN1CCOCC1)c1cc2ccccc2cc1O	-14.6%	-1.5	-0.2%	6.0%	-10.8%	15.4%	5.8%	5.1
Cc1ccc(SCc2cn3cc(Cl)ccc3n2)cc1	5.8%	0.5	3.5%	31.4%	1.4%	2.7%	-4.5%	8.9
Cc1ccc(NC(=O)c2ccc(S(=O)(=O)N(C)c3ccccc3)cc2)cc1S(=O)(=O)N1CCOCC1	1.6%	-0.7	2.9%	-0.3%	-1.1%	13.9%	-18.1%	1.5
Cc1ccc(C)c(S(=O)(=O)N2CCCC2CNC(=O)C(=O)NCCc2ccco2)c1 (centres undefined)	-3.9%	0.9	3.7%	4.5%	5.4%	3.6%	-6.1%	5.5
Cc1cc(Nc2ccc(F)cc2F)n2nc(C)nc2n1	-1.3%	-2.9	1.8%	15.0%	-7.3%	-22.1%	-10.5%	6.8
O=C(COc1ccc([N+](=O)[O-])cc1Cl)NCCN1C(=O)CSC1=O	5.1%	0.8	8.4%	-1.1%	-19.7%	-12.2%	1.9%	-1.8
CCN1CCN(C(=O)CN(CC)S(=O)(=O)c2ccc(Cl)cc2)CC1	6.5%	-0.3	-0.3%	5.8%	-3.3%	15.9%	1.4%	x
CCN(C(=O)COC(=O)C1CCN(S(=O)(=O)c2ccc(C)c(C)c2)CC1)C1CCS(=O)(=O)C1 (centres undefined)	-6.3%	-2.2	-11.2%	13.1%	-1.0%	-4.6%	-3.0%	6.4
C=CCn1c(SCC(=O)OCc2ccccc2)nc2c1c(=O)n(C)c(=O)n2C	4.7%	-3.2	-7.0%	-10.9%	-12.4%	18.8%	6.3%	x
COc1ccc(C(O)c2nccn2Cc2ccccc2)cc1 (centres undefined)	9.5%	-1.9	4.3%	-9.2%	-10.5%	4.1%	4.0%	x
O=C(/C=C/c1ccc(Br)cc1)NC(=S)NNC(=O)c1ccco1	14.2%	-0.8	-9.2%	-41.5%[inhibitor]	-15.5%	14.3%	6.7%	-52.3*
Cc1ccc(S(=O)(=O)N2CCOCC2)cc1C(=O)Nc1cccc(C(=O)NC2CC2)c1	9.1%	1.1	-0.8%	-7.4%	0.0%	33.3%	-18.5%	-2.8
COc1ccc(CNC(=O)c2noc(C)c2[N+](=O)[O-])cc1	1.4%	1.0	-2.2%	-6.7%	-6.4%	-11.4%	8.9%	5.3
COc1ccccc1-c1cc(NC=O)c2ncc(-c3cccc(C(=O)N(C)C)c3)n2c1	-3.0%	-0.6	-3.9%	-18.8%	-10.2%	22.3%	-15.0%	u
CCCNC(=O)CN(CCc1ccccc1)S(C)(=O)=O	3.5%	0.3	-0.5%	2.9%	-6.2%	8.9%	-6.5%	x
The results go on.
SMILES	WRN inhibitor	IL-2 act	EPAC1 ag	Abeta rescue	PLK1 PBD inh	FUS yeast rescue	EPAC1 antag	PI5P4K alpha inh
CCC(CC)C(=O)NCCN1CCN(C(=O)C(CC)CC)CC1	-4.0%	1.2	-10.5%	3.2%	-9.5%	19.7%	-25.9%	1.9
CC(=O)C1CCC2C3CC(C)=C4CC(O)CCC4(C)C3CCC12C (centres undefined)	1.3%	-0.4	-2.2%	-29.8%	-27.1%	35.4%	-2.3%	16.1
C1CN(CCN2CCOCC2)CCN1	-18.8%	-0.7	2.4%	-0.9%	-7.7%	-3.4%	-5.6%	-0.6
Cc1c(NC(=O)C(C)OC(=O)CCc2ccccc2)c(=O)n(-c2ccccc2)n1C (centres undefined)	-2.1%	0.6	7.9%	u	-7.0%	22.3%	-11.6%	0.3
CNC(=S)NNC(=O)c1noc(C)c1C(=O)N1CCN(C(c2ccccc2)c2ccccc2)CC1	1.5%	-0.5	5.5%	14.6%	-4.8%	28.3%	-1.0%	7.3
CCOC(=O)C1(C)CCN1C(=O)c1ccc(C(=O)OC)cc1 (centres undefined)	13.4%	0.7	-5.0%	-19.7%	-9.5%	-12.7%	-0.3%	-0.5
Cc1ccc2c(C)nc(/N=C(\N)NC(=O)N3c4ccccc4Sc4ccccc43)nc2c1	-14.8%&7.6%	-0.6&0.9	-3.0%&6.5%	27.0%&18.3%	-8.1%&-6.4%	-6.9%&-21.3%	-19.4%&-14.9%	4.8&1.8
Cc1nnc2n(-c3ccccc3)c(=O)c3c4c(sc3n12)CC(C)CC4 (centres undefined)	2.1%	-0.9	6.2%	-2.5%	-8.5%	7.1%	11.5%	x
O=C(Nc1ccccc1)N(Cc1cccs1)C1CCCC1	-19.8%	-0.3	12.0%	15.4%	-9.0%	3.5%	-9.3%	-7.8
Cc1cc(C)cc(C(=O)NCC(=O)OC(C)C(=O)N(C)c2ccccc2)c1 (centres undefined)	-5.9%	0.7	8.2%	2.7%	-3.3%	-18.4%	-4.0%	9.0
Cc1ccc(C(=O)N/N=C2\CCc3ccccc32)c(C)c1	7.9%	-4.6	-0.3%	-0.1%	-11.1%	x	-17.2%	-12.3
Fc1ccc(/C=N/N2CCN(Cc3ccccc3)CC2)cc1	1.3%	-0.2	2.0%	3.2%	2.9%	2.0%	-20.7%	10.6
O=C(COC(=O)Cn1cnc2ccccc21)Nc1ccc(F)c(F)c1	4.8%	0.0	-3.9%	13.1%	-2.2%	-2.7%	-3.2%	-4.1
Cc1ccc(S(=O)(=O)NNc2ccccc2)c(C)c1	50.1µM*	-4.8	16.7%	-6.3%	21.2µM*	x	-4.4%	u
COc1ccccc1NS(=O)(=O)c1ccc(/C=C/C(=O)N2CCN(C(C)=O)CC2)cc1	-1.0%	0.6	0.0%	2.8%	-4.8%	19.7%	-25.7%	-0.7
Cc1csc(=Nc2cccnc2)n1CC1CCCCC1	-1.7%	2.2	3.0%	28.9%	-10.8%	6.0%	-3.1%	-3.7
CCC(C)N1C(=O)CCC1C(=O)O (centres undefined)	-15.3%	-2.8	-5.7%	15.2%	2.4%	2.3%	9.9%	x
CC1=NN(c2ccccc2)C(=O)/C1=C\N1CC(C)OC(C)C1 (centres undefined)	-0.8%	-1.1	3.7%	-13.8%	-8.1%	20.3%	6.3%	0.8
CCOC(=O)c1cc2n(n1)C(C(F)(F)C(F)(F)F)CC(C)N2 (centres undefined)	-38.5%[57.1 µM]	-1.9	-18.0%	12.6%	-10.2%	-5.5%	-18.0%	2.4
COc1ccccc1-c1cc(C(F)(F)F)nc(NCc2ccco2)n1	-15.7%	-0.4	5.0%	-22.2%	-14.5%	15.8%	-19.8%	-8.5
COc1ccccc1CNC(=O)CNCCc1ccc(OC)c(OC)c1	2.6%	0.7	16.7%	-11.3%	-3.6%	-12.5%	13.1%	-1.1
CC(C)C(C(=O)NCc1ccccc1)N1CCN(c2ccccc2F)CC1 (centres undefined)	-3.9%	1.7	0.8%	3.5%	-2.2%	-8.4%	15.8%	7.2
O=C(NCc1ccccc1Cl)C1CCC(=O)N(C2CCCC2)C1 (centres undefined)	-1.2%	0.2	3.5%	12.2%	1.0%	12.0%	-21.2%	2.6
CCN(CC)C1=CC2=CC(=C(C#N)C#N)CCC2CC1 (centres undefined)	-34.2%[57.1 µM]	102.3*	u	-10.1%	-98.8%	32.6%	226.4%[activator]	-7.7
Cc1occc1C(=O)N1CCCC(N2CCN(c3ccccc3F)CC2)C1 (centres undefined)	7.8%	0.6	6.0%	3.2%	2.5%	9.5%	-5.1%	-2.2

6 entries picked at random from those above:
SMILES	WRN inhibitor	IL-2 act	EPAC1 ag	Abeta rescue	PLK1 PBD inh	FUS yeast rescue	EPAC1 antag	PI5P4K alpha inh
Cc1ccc(S(=O)(=O)NNc2ccccc2)c(C)c1	50.1µM*	-4.8	16.7%	-6.3%	21.2µM*	x	-4.4%	u
CCOC(=O)c1cc2n(n1)C(C(F)(F)C(F)(F)F)CC(C)N2 (centres undefined)	-38.5%[57.1 µM]	-1.9	-18.0%	12.6%	-10.2%	-5.5%	-18.0%	2.4
CNC(=S)NNC(=O)c1noc(C)c1C(=O)N1CCN(C(c2ccccc2)c2ccccc2)CC1	1.5%	-0.5	5.5%	14.6%	-4.8%	28.3%	-1.0%	7.3
O=C(NCc1ccccc1Cl)C1CCC(=O)N(C2CCCC2)C1 (centres undefined)	-1.2%	0.2	3.5%	12.2%	1.0%	12.0%	-21.2%	2.6
CCN(CC)C1=CC2=CC(=C(C#N)C#N)CCC2CC1 (centres undefined)	-34.2%[57.1 µM]	102.3*	u	-10.1%	-98.8%	32.6%	226.4%[activator]	-7.7
Cc1c(NC(=O)C(C)OC(=O)CCc2ccccc2)c(=O)n(-c2ccccc2)n1C (centres undefined)	-2.1%	0.6	7.9%	u	-7.0%	22.3%	-11.6%	0.3
